# From PubChem BioAssay
# mcGAS RapidFire – inhibitors of mouse cGAS | Q8C6L5 | recombinant mouse cGAS, cGAMP by RapidFire MS | inhibition, % at 12.5 µM | 0.18% of 130,000 active | AID 1259397;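 active means inhibition of cGAS enzyme activity at or above 60%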;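 further: enzyme stimulated by 45 bp dsDNA with ATP and GTP substrates; cGAMP share of summed cGAMP plus half ATP and half GTP signals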
# Target sequence (Q8C6L5 whole entry, looked up): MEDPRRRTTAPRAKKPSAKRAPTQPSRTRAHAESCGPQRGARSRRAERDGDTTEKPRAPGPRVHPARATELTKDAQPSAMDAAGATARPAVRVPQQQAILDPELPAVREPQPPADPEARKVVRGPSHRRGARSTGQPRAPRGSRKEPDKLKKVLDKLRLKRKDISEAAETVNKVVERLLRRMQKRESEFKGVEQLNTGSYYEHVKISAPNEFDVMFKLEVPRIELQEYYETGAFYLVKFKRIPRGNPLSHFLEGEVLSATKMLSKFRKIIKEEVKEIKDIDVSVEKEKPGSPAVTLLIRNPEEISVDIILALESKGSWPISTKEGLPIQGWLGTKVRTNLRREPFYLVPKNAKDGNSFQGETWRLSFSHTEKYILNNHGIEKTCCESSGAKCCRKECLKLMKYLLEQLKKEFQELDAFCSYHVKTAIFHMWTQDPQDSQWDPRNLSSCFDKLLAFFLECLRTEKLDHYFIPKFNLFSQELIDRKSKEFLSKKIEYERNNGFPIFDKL
# An asterisk follows results filed as active; & = joins results of further samples. An excerpt, so the mix of outcomes need not match the whole.
mcGAS RapidFire	canonical_smiles
-3	Clc1ccc(CN(CC2CC2)c2ccccc2)cn1
-7	O=c1c2ccccc2nnn1CSc1nn(-c2ccccc2)c(=S)s1
-4	O=C(CSc1nnc2n1CCCCC2)N1N=C(c2ccco2)CC1c1ccco1 (centres undefined)
-19	CC(C)C1CN(C(=O)c2cc(-c3ccccc3)no2)CCCN1CC1CC1 (centres undefined)
-16	CCOc1ccc2c(c1)-c1c(sn(-c3ccc(S(=O)(=O)Nc4nccc(C)n4)cc3)c1=S)C(C)(C)N2
-1	Cc1cc(C)nc(SCCn2c(N3CCc4ccccc4C3)nc3c2c(=O)n(C)c(=O)n3C)n1
4	NC(=O)Cn1nnc2sc3c(c2c1=O)CCCC3
-7	Cc1c(C(C)NC(=O)c2cccc(N3CCOCC3)c2)cnn1-c1cccc2ccccc12 (centres undefined)
-7	COCCNC(=O)Cn1c(CO)cnc1SCc1cccc(C(F)(F)F)c1
10	COc1ccc(-c2cc(N)n(-c3ccc(C(=O)Nc4cc(OC)ccc4OC)cc3)n2)cc1
-13	COc1ccc(F)c(CN2CCCC3(CCN(C(=O)c4ccccc4)C3)C2=O)c1 (centres undefined)
-9	CCCCc1noc(C(C)N2CCN(Cc3nc(C)c(C)o3)CC2)n1 (centres undefined)
1	FC(F)(F)c1nnc2ccc(N(Cc3ccccc3)C3CC3)nn12
-16	NS(=O)(=O)CCN1CCN(c2cc(F)ccc2F)CC1
-5	CCn1cccc(-c2nnc(SCC(=O)Nc3ccc(C)cc3C)n2C)c1=O
0	Cc1cnn(-c2ccc(NC(=O)c3cc(C#N)c[nH]3)cc2F)c1
2	COc1ccc(NC(=O)CCc2c(C)nc(SCC(N)=O)nc2C)c(OC)c1
-22	CC(C)(C)c1cc(-c2n[nH]c(=S)n2-c2cccc3ncccc23)n[nH]1
-10	COc1ccccc1NC(=O)N(Cc1ccsc1)C1CC1
-10	CCCOc1cccc(C(=O)N2CCC(Nc3cc(OC)cc(OC)c3)CC2)c1
-7	O=C(CSCc1nnnn1C1CC1)N1CCCC1c1cccs1 (centres undefined)
-7	Cc1cc(NC(=O)CSc2ncn(-c3ccccc3)n2)no1
-3	CCCS(=O)(=O)N(C)C(=O)CCc1cccc(Cl)c1
-8	COc1cc(CSc2ncnc3c2nnn3C)cc(OC)c1

# A few values from the results shown.
# Entry for `Cc1cc(NC(=O)CSc2ncn(-c3ccccc3)n2)no1` in mcGAS RapidFire: -7
# Entry for `COc1ccccc1NC(=O)N(Cc1ccsc1)C1CC1` in mcGAS RapidFire: -10

# Other compounds
mcGAS RapidFire	canonical_smiles
-10	CS(=O)(=O)n1c(SCc2cccc(Br)c2)nc2ccccc21
-9	Cc1cccc(N2CCCn3c2nc2c3c(=O)n(CC(=O)OCc3ccccc3)c(=O)n2C)c1C
-4	O=C(/C=C/c1ccccc1)N1CCN(C(C(=O)N2CCOCC2)C2CCCC2)CC1 (centres undefined)
-18	CCCN(C(=O)c1cc(=O)c2cc(C)ccc2o1)C(C)C(=O)Nc1cccc(Cl)c1 (centres undefined)
-6	Cc1cc(C(=O)NC2CCCN(CCCc3ccccc3)C2)c(C)o1 (centres undefined)
-11	CC(=O)c1cccc(NC(=O)c2cc3ccccc3oc2=O)c1
1	Cc1cc(C(=O)CSc2nnc(C3CCCCC3)o2)c(C)n1C(C)C
10&21	Cc1cc(-c2n[nH]c(=S)o2)c(C)n1-c1ccccc1
-5	CC(C(=O)NC1(c2cccc(F)c2)CCOCC1)n1cccn1 (centres undefined)
-7	O=C(CSc1nc(=O)n2cc(Cl)ccc2n1)Nc1ccccc1F
8	CC1=C(C(N)=O)C(c2ccc(C)o2)C(C(N)=O)=C(C)N1
-4	CC(Cc1ccco1)NC(=O)NC1CCSc2ccccc21 (centres undefined)
-5	CC1(C(=O)Nc2cccc3cccnc23)CCN1Cc1cccc2c1OCO2 (centres undefined)
-9	Cc1cccc(OCCS(=O)C(C)C(=O)Nc2ccc(C(C)(C)C)cc2)c1 (centres undefined)
-8	Cc1c(C)n2c3c(=O)n(C)c(=O)n(C)c3nc2n1CCC(C)C
-11	COc1cc(/C=C2N=C(/C=C/c3cccc(Cl)c3Cl)OC/2=O)ccc1OC(C)=O
-24	Cc1cc(=O)oc2cc(CN3CCC(OCc4cccnc4)CC3)ccc12
-1	O=C(NC1CCCc2nc(-c3ccccc3)ncc21)c1cc[n+]([O-])cc1 (centres undefined)
-22	CN(CCc1cn[nH]c1)CC(=O)Nc1nc2ccccc2[nH]1
1	COc1cccc2c1OCC(C(=O)N1Cc3cnn(CCO)c3C1)C2 (centres undefined)
-11	Cc1nonc1C(=O)N1CCC(=O)N(Cc2ccc(F)cc2)C(C(C)C)C1 (centres undefined)
-10	COc1ccc(C(=O)NN=Cc2cc(Br)ccc2O)cc1OC
-9	CC1(C)CC(C)(C)c2nc3ccccc3nc21
2	CCN(c1ccncc1)S(=O)(=O)c1ccc(S(C)(=O)=O)cc1
-1	CC1CC(C)CN(C(=O)CN2C(=O)NC(C)(c3cc4ccccc4o3)C2=O)C1 (centres undefined)
10	COCCN1CCCC(O)(CN(C)Cc2ccc3nonc3c2)C1=O (centres undefined)
-5	O=C(C(c1ccccc1)n1cccc1)N1CCN(c2ncccn2)CC1 (centres undefined)
6	CCOC(=O)C1=C(CCl)NC(=O)NC1c1ccccc1OC(F)F (centres undefined)
-3	CC(C)Sc1cc(NCCCO)c([N+](=O)[O-])c2nonc12
0	C=CCOC(=O)C1=C(C)NC(=O)NC1c1cccc([N+](=O)[O-])c1 (centres undefined)
-21	CCS(=O)(=O)N1CCC(NCc2c(C)nn(C)c2Cl)CC1
-16	Cc1nc(NCCN(C)CCc2ccccc2)c2cnn(C)c2n1
-3	CC(C)(C)c1ccc2c(c1)CC(CNC(=O)c1ccc(Cl)cc1Cl)O2 (centres undefined)
-9	CCOc1cccc2cc(-c3csc(Nc4ccccc4F)n3)c(=O)oc12
-11	CCOc1ccc2oc(C)c(C(=O)NCC3CCN(C)C3)c2c1 (centres undefined)
-20	C=CCN1CC(C(=O)N2CCN(c3nc(C)cc(C)n3)CC2)CC1=O (centres undefined)
-18	O=S(=O)(c1ccc(F)cc1F)N1CCC(n2cc(CCCO)nn2)CC1
-5	CC(C)NC1CC(=O)N(Cc2ccccc2C(F)(F)F)C1 (centres undefined)
-10	CC(C)Cn1ccc2cc(NC(=O)NCC(C)CC3(C)OCCO3)ccc21 (centres undefined)
-11	NS(=O)(=O)c1cccnc1NC1CCc2ccccc21 (centres undefined)
-5	O=C(C(=O)N1CCc2[nH]nc(-c3cccc(F)c3)c2C1)c1ccco1
-5	CC1(C)Cc2ccccc2-c2nc(CN3CCCC3)[nH]c(=O)c21
-4	COCCn1cc(NC(=O)NC(C)c2ccccc2)c2ccccc21 (centres undefined)
-1	CCCc1cc(N2CCC(N3CCNC3=O)CC2)n2ncnc2n1
-3	Cc1ccnc(-c2ccc(NCC(=O)N(C)Cc3ccco3)cc2)n1
-30	COC(=O)[C@@H]1C[C@H](NC(=O)CCNC(=O)c2ccc(F)cc2)CN1C
-4	O=C1CCC(C(=O)Nc2ccc(CN3CCc4ccccc43)cc2)CN1 (centres undefined)
7	COC(=O)c1oc2ccccc2c1CNc1cccc(C#N)c1
-7	CN(CC(=O)N1CCCC(O)(CO)CC1)Cc1ccccc1F (centres undefined)
-36	O=c1[nH]nc(Cc2cccnc2)n1CCc1ccccc1
-9	COc1ccc(/C=C2/C(=N)N3N=C(Cc4ccccc4)SC3=NC2=O)cc1
0	O=C(NCc1ccccc1Cl)c1cc2cn(CC3CCCO3)cc2cn1 (centres undefined)
-4	COc1ccccc1C(=O)Nc1ccnn1C1CCN(C(=O)C(C)(C)C)CC1
-16	Cc1noc(C)c1CC(=O)NC1CCCCC1Cc1ccco1 (centres undefined)
-10	COc1ccc(OC(C)C(=O)O)cc1 (centres undefined)
-11	COc1ccc(CCNS(=O)(=O)c2ccc(OC)c(OC)c2)cc1OC
-14	COC(=O)[C@@H]1C[C@@H](NC(=O)c2ccc3c4c([nH]c3c2)CCCC4)CN1C
-2	CC(=O)N(CN1C(=O)c2ccccc2C1=O)c1ccc(F)cc1
-13	Cc1nc(-c2ccccc2)sc1C(=O)Nc1c(C)nc2ccccn2c1=O
1	CCCCn1nc(C(=O)N(CC)C(C)c2ccc(F)cc2)ccc1=O (centres undefined)

# Continued:
mcGAS RapidFire	canonical_smiles
-3&7	Nc1ccc(N=Nc2ccccc2)c(N)n1
-64	CCC1CN(CCn2cccn2)C(CC)CN1CCn1cccn1 (centres undefined)
22	O=C(COC(=O)COc1ccccc1)Nc1ncc(Cl)cc1Cl
-13	CCCc1nnc(NC(=O)N2CCSC(C)(C)C2)s1
6	CC(NC(=O)c1cncc(Br)c1)c1ccc(Cl)cc1 (centres undefined)
3	CCCCn1c(SCC(=O)O)nc2cc(C(F)(F)F)ccc21
-6	CC1(C(=O)Nc2cccc3cccnc23)CCN1C(=O)CC1CCCC1 (centres undefined)
4	CC1(C)ON=C(c2ccc(F)cc2)NC1=O
-16	COc1ccc2[nH]cc(C(=O)N3CCC4(CCCO4)CC3)c(=O)c2c1
-4	CCCCCNC(=O)N(C)C(C)C(C)S(C)(=O)=O (centres undefined)
-2	COc1cc([N+](=O)[O-])cc(CN2CCCn3cccc3C2c2ccc(C(F)(F)F)cc2)c1O (centres undefined)
-1	COc1cc(F)c(C(=O)N2CCOC(c3ccccc3)C2)c(F)c1 (centres undefined)
-7	Cc1cc(NC(=O)NCC2CCN(C)c3ccccc32)no1 (centres undefined)
-12	CCCN(C(=O)NCc1ccc(S(=O)(=O)N(C)C)s1)C1CCc2ccccc21 (centres undefined)
-5	O=C(CSc1n[nH]c(-c2ccc(Br)cc2)n1)NC1CCCC1
-6	COc1cccc(C2=N/C(=C\C(Cl)=C\c3ccccc3)C(=O)O2)c1
3	COc1ccc(CCN(C)S(=O)(=O)NCc2ccccc2)cc1OC
-7	COc1cc(NS(=O)(=O)c2ccc(N)cc2)ncn1
-4	CCCc1ccc(C(=O)N(C)Cc2ncc[nH]2)cc1
-6	Brc1ccc(-c2nc3n(n2)Cc2ccccc2-3)cc1
-5	Cc1ccc(C(=O)N2CCCC2)cc1S(=O)(=O)Nc1ccc(F)cc1
-11	CC(C)c1nc(SCC(=O)N(CC(F)(F)F)C(C)C2CC2)n[nH]1 (centres undefined)
-2	C=CCSc1nnc(C)n2c1cc1sccc12
-2	O=C1OC(c2cccc(F)c2)=NC1=Cc1csc(-c2ccccc2)n1
-1	Cc1ccc(/C=C/C(=O)N2CSCC2C(=O)Nc2ccc(C#N)cc2)s1 (centres undefined)
7	Fc1ccc(-c2csc(=NCC3CCCO3)n2N=Cc2ccc3c(c2)OCO3)cc1 (centres undefined)
-3	Cc1ccc(/C=C/c2nc3sc4c(c3c(=O)[nH]2)CCC4)cc1
-27	O=C(C1CCCN1)N(Cc1ccccc1)Cc1nccs1 (centres undefined)
-2	C=CCOC(=O)C1C(C)=Nc2nc(SCCCC)[nH]c(=O)c2C1c1ccc(OC)cc1 (centres undefined)
-17	N#Cc1ccc(Nc2ccc(Cl)cc2)cc1
3	CCCOC(C)CNC1CCN(C(C)=O)CC1 (centres undefined)
-2	CCn1cc(CNC(=O)c2ccc3oc(-c4ccc(C(F)(F)F)cc4)nc3c2)cn1
-13&5	COc1cccc(NC(=O)CCC2CCN(C(=O)C(C)Cn3cccn3)CC2)c1 (centres undefined)
-3	COC(=O)c1sc(N)c(C(=O)OC)c1CSc1nnc(N)s1
-9	O=C1CON(c2ccc(Cl)c(Cl)c2)C(=O)N1
1	Cc1cc2ncccc2nc1N
-9	Cc1cc(C)c(C)c(S(=O)(=O)N2CCn3cccc3C2C)c1C (centres undefined)
-2	COCCN1N=C(C)C(C)n2c1nc1c2c(=O)n(CCC(C)C)c(=O)n1C (centres undefined)
-3	COc1ccc(C(C)NC(=O)NCC2Cc3ccccc3O2)c(OC)c1 (centres undefined)
-6&0	CCc1nn(C)c(Cl)c1/C=C/c1ncc(C(=O)O)c(C(C)C)n1
-14	COCCNCc1ccccc1OS(=O)(=O)c1ccc(OC)cc1
-11	Cc1nn(CC(=O)c2ccc(Cl)cc2)c(C)[n+]1N
10	Cc1ccc(-c2nc(C#N)c(NCCN3CCCCC3)o2)cc1
-28	COc1cccc(CNC(=O)c2cn(C)c3c(=O)n(-c4ccccc4)c(=O)[nH]c23)c1
7	COC(=O)c1ccc(-c2nc(CN(C)C(C)c3nc(C)cs3)c(C)o2)cc1 (centres undefined)
30	CCn1nc(C(=O)Nc2nnc(-c3ccno3)o2)cc1C
2	Clc1ccc(CSc2nnc(-c3ccco3)o2)c(Cl)c1
1	CCCCCCn1c(SCCCO)nc2c1c(=O)[nH]c(=O)n2C

# Molecules shown so far containing a Cl atom, in the order listed:
mcGAS RapidFire	canonical_smiles
-3	Clc1ccc(CN(CC2CC2)c2ccccc2)cn1
-3	CCCS(=O)(=O)N(C)C(=O)CCc1cccc(Cl)c1
-18	CCCN(C(=O)c1cc(=O)c2cc(C)ccc2o1)C(C)C(=O)Nc1cccc(Cl)c1 (centres undefined)
-7	O=C(CSc1nc(=O)n2cc(Cl)ccc2n1)Nc1ccccc1F
-11	COc1cc(/C=C2N=C(/C=C/c3cccc(Cl)c3Cl)OC/2=O)ccc1OC(C)=O
6	CCOC(=O)C1=C(CCl)NC(=O)NC1c1ccccc1OC(F)F (centres undefined)
-21	CCS(=O)(=O)N1CCC(NCc2c(C)nn(C)c2Cl)CC1
-3	CC(C)(C)c1ccc2c(c1)CC(CNC(=O)c1ccc(Cl)cc1Cl)O2 (centres undefined)
0	O=C(NCc1ccccc1Cl)c1cc2cn(CC3CCCO3)cc2cn1 (centres undefined)
22	O=C(COC(=O)COc1ccccc1)Nc1ncc(Cl)cc1Cl
6	CC(NC(=O)c1cncc(Br)c1)c1ccc(Cl)cc1 (centres undefined)
-6	COc1cccc(C2=N/C(=C\C(Cl)=C\c3ccccc3)C(=O)O2)c1
-17	N#Cc1ccc(Nc2ccc(Cl)cc2)cc1
-9	O=C1CON(c2ccc(Cl)c(Cl)c2)C(=O)N1
-6&0	CCc1nn(C)c(Cl)c1/C=C/c1ncc(C(=O)O)c(C(C)C)n1
-11	Cc1nn(CC(=O)c2ccc(Cl)cc2)c(C)[n+]1N
2	Clc1ccc(CSc2nnc(-c3ccco3)o2)c(Cl)c1
